EBV gp42 inh = inhibitors of Epstein-Barr virus glycoprotein 42; Q1HVG2; Fluorescence polarization binding assay, mP read-out; inhibition, % (tested at 21.74 µM); 220,000 compounds, 0.42% hits; in the data active = inhibition above about 50%
CHOP inh = blocks CHOP induction under ER stress; CHO-K1 CHOP-promoter luciferase, tunicamycin-induced, 15-18 h; inhibition, % at 10 µM; AID 2732; 220,000 compounds, 3.8% hits;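 active = compounds that reduced the stress-induced luciferase reporter signal by more than about 70% of percent inhibition, limit read from the data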;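 also: 0% = tunicamycin plus vehicle and 100% = wells without tunicamycin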
Runt-SMMHC FRET = inhibitors of human RUNX1 Runt domain binding to CBFb-SMMHC; Q01196+Q13951; Cerulean-Runt/Venus-CBFb-SMMHC FRET ratio 530/480, 1 h; inhibition, % at 20 µM; 220,000 compounds, 0.74% hits; AID 1434;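 active = mean inhibition across duplicate retests at 20 µM reaching about 50%, limit read from the data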;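 also: 0% = DMSO wells and 100% = wells with excess untagged CBFb-SMMHC; inhibitors lower the FRET ratio by blocking Runt binding to CBFb-SMMHC; some results filed as inactive read as strong as hits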
MDM2 E3 inh = Mdm2 E3 ligase (human) inhibition; 210,000 compounds, 0.11% hits; cell-based MDM2 ubiquitination luciferase reporter, 2 h; 0 = plate control, 100 = twice control, blank-subtracted; signal enhancement, % at 5 µM; Q00987; AID 1230;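 active = signal enhancement of 30% or more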;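 also: luminescence tracks abundance of the self-degrading MDM2-luciferase fusion protein; higher signal means inhibition of MDM2 E3 ligase activity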
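Assay system: stable mammalian line carrying autodegrading MDM2–luciferase fusion reporter; amount: 2000 cells seeded into each well; buffer or medium: DMEM; benchmarks: plate control and blank wells; signal: luciferase luminescence; timing: 2 h compound exposure at 37 °C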
TNF death inh = blocks TNF-alpha induced death of Jurkat FADD-/- cells; 220,000 compounds, 0.068% hits; activation (protection from cell death), % at 10 µM; AID 463075; Jurkat FADD-/- TNF necroptosis rescue, ATP luminescence, 24 h; 0 = TNF only, 100 = no-TNF cells;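 active = activation, meaning protection from cell death, of at least 50% relative to plate controls; inactive = activation below 50%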;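 also: necroptosis triggered by 40 ng/mL TNF-alpha added together with compound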
TRPML3 ag = agonists of human TRPML3 channel; Q8TDD5; HEK293 TRPML3-YFP, Fluo-8 calcium fluorescence; 100% = the carbachol control signal; activation, % at 3 µM; 220,000 compounds, 0.29% hits;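 active = activation above its plate's cutoff, the mean activation of the plate's test wells plus 3 SD, cut at about 12% in these data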;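 also: 0% = DMSO only wells and 100% = carbachol wells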
Target sequence (Q8TDD5 whole entry, looked up): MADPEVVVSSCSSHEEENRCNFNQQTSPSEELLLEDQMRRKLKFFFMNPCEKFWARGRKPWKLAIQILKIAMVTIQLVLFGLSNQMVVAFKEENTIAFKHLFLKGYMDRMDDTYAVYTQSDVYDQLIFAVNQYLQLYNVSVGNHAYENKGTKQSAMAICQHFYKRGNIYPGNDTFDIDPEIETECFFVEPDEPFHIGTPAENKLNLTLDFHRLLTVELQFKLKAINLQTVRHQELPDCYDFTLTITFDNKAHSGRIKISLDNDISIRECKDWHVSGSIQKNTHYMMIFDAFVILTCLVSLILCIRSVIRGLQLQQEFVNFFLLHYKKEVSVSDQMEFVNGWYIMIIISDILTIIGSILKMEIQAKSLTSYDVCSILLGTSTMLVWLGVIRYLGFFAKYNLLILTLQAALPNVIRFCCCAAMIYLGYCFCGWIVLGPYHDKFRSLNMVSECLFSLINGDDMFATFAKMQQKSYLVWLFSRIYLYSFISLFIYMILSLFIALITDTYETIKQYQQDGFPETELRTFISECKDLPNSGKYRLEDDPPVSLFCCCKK
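Test system: TRPML3-YFP stable HEK293 cells. Doses: single point at 3 µM. Incubation: dye loading 1 h 37 °C then 30 min ambient, 125 s read. Signal: Fluo-8 calcium dye fluorescence, ex 470-495, em 515-575 nm. Measure: percent activation from peak-to-basal fluorescence ratio, scaled between DMSO and carbachol.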
NCF1 inh = p47phox (human) inhibition; 220,000 compounds, 0.53% hits; inhibition, % at 24.7 µM; p47phox/p22phox peptide binding, fluorescence polarization, 2 h;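 active = inhibition above about 30%, limit read from the data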;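 also: 0% = p47phox with labelled peptide and 100% = labelled peptide alone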
Target sequence (P14598 whole entry, looked up): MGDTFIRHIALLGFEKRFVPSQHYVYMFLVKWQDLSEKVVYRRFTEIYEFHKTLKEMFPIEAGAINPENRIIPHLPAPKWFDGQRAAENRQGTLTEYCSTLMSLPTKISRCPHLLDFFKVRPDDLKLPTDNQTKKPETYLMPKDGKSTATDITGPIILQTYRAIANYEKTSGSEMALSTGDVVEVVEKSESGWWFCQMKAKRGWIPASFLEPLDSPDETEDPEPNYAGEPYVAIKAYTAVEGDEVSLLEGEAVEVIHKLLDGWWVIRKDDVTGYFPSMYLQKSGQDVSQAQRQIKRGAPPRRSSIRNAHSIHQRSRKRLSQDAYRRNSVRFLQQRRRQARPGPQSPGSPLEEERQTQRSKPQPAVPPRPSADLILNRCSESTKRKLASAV
TRPN1 ag = activates the zebrafish TRPN1 channel; HEK293 zebrafish TRPN1-YFP, Fluo-8 calcium fluorescence; 100% = response to 87 µM carbachol; activation, % at 3 µM; 220,000 compounds, 0.18% hits; AID 1424;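 active = activation above its plate's cutoff, the mean activation of test wells on that plate plus 3 SD, cut at about 19% in these data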;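 also: 0% = DMSO alone and 100% = 87 µM carbachol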
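Control set: carbachol 87 µM as high control, DMSO as low control; system: HEK293 stable line with zebrafish TRPN1-YFP; read-out: % activation versus carbachol response; detection: intracellular calcium fluorescence with Fluo-8; doses: single test compound dose, 3 µM nominal, 0.3% DMSO; schedule: dye 1 h 37 °C plus 30 min RT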
PPC-1+TRAIL kill = kills PPC-1 cancer cells in the presence of TRAIL; PPC-1 cells + TRAIL, ATPLite viability luminescence; 220,000 compounds, 0.41% hits; cell killing (% activity), % at 4 µM;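 active = cell killing above 50% in the first pass at 4 µM, then a duplicate retest at 5 µM averaging 50% or more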;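 also: plate controls were cells with TRAIL plus DMSO for no effect and medium-only wells lacking cells for full effect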
* = called active by the depositor; nt = not tested or not shown.

SMILES	EBV gp42 inh	CHOP inh	Runt-SMMHC FRET	MDM2 E3 inh	TNF death inh	TRPML3 ag	NCF1 inh	TRPN1 ag	PPC-1+TRAIL kill
COc1ccc2[nH]c(=O)c(C(c3nnnn3C3CCCC3)N(C)C3CCCCC3)cc2c1 (configuration not stated)	-14.3	75.1*	-7.4	-6.4	-3.4	-1.0	-5.0	0.9	6.5
CCOC(=O)c1c(N)n[nH]c1-c1ccc(OC)cc1	-7.7	28.8	1.2	-11.0	0.6	0.4	-13.4	-0.5	12.5
c1ccc(CCc2ccccc2-c2nc(-c3cccnc3)no2)cc1	3.4	65.8	-6.7	-5.6	-1.2	-0.4	0.0	-0.3	23.7
N#Cc1c(N)sc(=S)c2c1CCCCC2	49.2	22.6	-26.7	-8.0	-2.0	1.0	8.3	-0.2	6.2
CCC(CC)C(=O)Nc1c2cnn(-c3ccccc3)c2nc(=O)n1-c1ccccc1	1.4	-8.0	-1.1	-7.5	-0.1	0.4	-6.0	0.2	-3.9
COCCOC(=O)c1c(N)n(CCCN2CCOCC2)c2nc3ccccc3nc12	-5.9	6.0	96.9*	2.4	0.4	0.8	-2.9	1.2	21.5
COc1ccccc1N(CN1C(=O)c2ccccc2C1=O)C(=O)c1cccnc1	4.4	16.6	1.5	-8.2	-0.4	0.7	-18.5	1.8	-12.8
Cc1ccc(CSc2nnc(-c3ccc(S(=O)(=O)N4CCCC4)cc3)o2)cc1	-10.2	46.2	-5.5	-3.9	-2.0	0.6	-15.1	-0.6	7.4
c1ccn2cc(CSc3nnc4ccccn34)nc2c1	-1.1	-31.9	-1.6	0.0	-1.6	0.5	-6.4	0.4	3.3
COc1ccc(N(CC(=O)NCC2CCCO2)S(=O)(=O)c2c(C)noc2C)cc1 (configuration not stated)	-7.7	0.2	0.8	-12.2	0.4	0.9	-0.9	-0.1	15.2
c1ccc(-c2nnc3n2-c2ccccc2SC3)cc1	-13.8	-8.2	-3.7	-18.9	-0.6	0.1	2.7	-0.3	5.3
Cc1ccc(CN2CCN(Cc3ccc(O)cc3)CC2CCO)o1 (configuration not stated)	-5.8	32.4	0.0	1.1	-0.1	0.9	4.2	1.1	4.0
CCc1nnc(NC(=O)c2ccc3ncsc3c2)s1	-7.8	7.0	-1.1	-2.7	0.1	-0.1	-6.4	1.0	4.5
COc1ccc(S(=O)(=O)Cc2ccc(C(=O)NC(C)C)o2)cc1	-7.4	8.4	2.6	-51.8	-0.5	1.3	-4.2	2.1	8.4
N#Cc1nc(COc2ccccc2Cl)oc1N1CCCCCC1	-1.2	22.8	5.5	2.5	-0.5	1.0	0.7	0.8	nt
COc1ccc(CC(=O)NCc2ccccn2)cc1OC	-13.1	-12.6	1.2	-4.0	0.1	0.3	-5.1	0.5	9.2
CCOc1cccc2cc(-c3csc(NC(=O)CCC(=O)NCCN4CCCCC4C)n3)c(=O)oc12 (configuration not stated)	-5.7	-40.2	-1.3	-20.6	-7.9	0.4	-28.6	0.4	-1.2
C=CCONC(=O)c1cc(OCC(F)(F)F)ccc1OCC(F)(F)F	-14.1	71.2*	3.1	-17.9	-1.6	0.7	-9.7	-1.4	15.2
Cc1nnc(N(C)C(=O)c2ccncc2)s1	-2.1	-10.8	4.3	-10.1	0.5	0.0	1.7	0.7	-9.8
O=C(NCC12CC3CC(CC(C3)C1)C2)c1cc2n(n1)C(C(F)(F)F)CC(c1ccco1)N2 (configuration not stated)	-12.6	101.6*	-10.9	-2.5	-3.4	0.4	-3.3	1.5	19.2
Cc1c(O)c(CN2CCCCC2)cc2c3c(c(=O)oc12)CCC3	7.7	-0.5	58.5*	5.9	3.9	-0.4	-9.0	0.1	7.8
CCCCC(c1nnnn1CCOC)N1CCN(C(=O)c2ccco2)CC1 (configuration not stated)	2.1	6.9	-4.0	-10.2	0.2	0.5	1.2	0.8	20.3
COc1ccc(NC(=O)C(c2ccccc2)c2ccccc2)cn1	-6.7	7.8	-1.9	-11.9	0.3	0.3	0.6	0.0	15.3
Cc1ccc([N+](=O)[O-])cc1NC(=O)CN(C(=O)c1ccc(Cl)cc1)C1CCCCC1	-7.3	12.6	0.5	-11.8	-1.7	0.3	-2.0	-2.6	0.0
COc1ccccc1NC(=O)c1ccc(COc2ccccc2OC)o1	-5.5	23.1	-0.2	-5.7	0.2	-0.8	21.0	-0.6	8.4
CC(C)CNC(=O)c1cccc(NC(=O)CSc2ccccc2)c1	1.9	3.5	2.6	2.4	3.4	0.0	-7.6	1.2	-7.8
CC(C)(C)c1ccc(NC(=O)c2ccccc2)c([N+](=O)[O-])c1	-24.1	-13.6	-3.2	-18.8	1.8	0.4	-2.3	0.5	36.1
Cc1ccc(C(=O)c2cc([N+](=O)[O-])ccc2N2CC(C)OC(C)C2)cc1 (configuration not stated)	6.1	-19.3	-1.8	-9.0	-5.9	0.8	-9.9	1.6	8.7
COc1ccccc1CNC(=O)CC(NS(=O)(=O)c1ccc(C)cc1)c1ccco1 (configuration not stated)	-15.1	37.1	7.7	15.5	-1.5	-0.7	-5.7	-0.3	7.5
C=CCNC(=S)N/N=C(\C)c1cccc(OC)c1	-9.0	17.8	-0.1	2.0	0.7	0.1	-6.9	-2.3	11.2

4 compounds already listed, sorted by count of non-hydrogen atoms, rising:
SMILES	EBV gp42 inh	CHOP inh	Runt-SMMHC FRET	MDM2 E3 inh	TNF death inh	TRPML3 ag	NCF1 inh	TRPN1 ag	PPC-1+TRAIL kill
CC(C)(C)c1ccc(NC(=O)c2ccccc2)c([N+](=O)[O-])c1	-24.1	-13.6	-3.2	-18.8	1.8	0.4	-2.3	0.5	36.1
Cc1c(O)c(CN2CCCCC2)cc2c3c(c(=O)oc12)CCC3	7.7	-0.5	58.5*	5.9	3.9	-0.4	-9.0	0.1	7.8
Cc1ccc(C(=O)c2cc([N+](=O)[O-])ccc2N2CC(C)OC(C)C2)cc1 (configuration not stated)	6.1	-19.3	-1.8	-9.0	-5.9	0.8	-9.9	1.6	8.7
CCCCC(c1nnnn1CCOC)N1CCN(C(=O)c2ccco2)CC1 (configuration not stated)	2.1	6.9	-4.0	-10.2	0.2	0.5	1.2	0.8	20.3

The list goes on:
SMILES	EBV gp42 inh	CHOP inh	Runt-SMMHC FRET	MDM2 E3 inh	TNF death inh	TRPML3 ag	NCF1 inh	TRPN1 ag	PPC-1+TRAIL kill
COc1ccc(CC(=O)Nc2cc(Cl)ccc2O)cc1	-5.8	42.0	-0.4	-13.2	0.2	-0.6	-14.0	0.9	30.9
O=c1nc(SCc2cccc(C(F)(F)F)c2)nc2ccccn12	6.4	23.6	-1.3	-10.5	-1.3	0.4	-5.8	-0.3	18.9
Cc1cc(=O)[nH]c(SCC(=O)Nc2ccccc2C#N)c1C#N	-14.0	-3.4	10.9	nt	-1.3	0.1	19.4	0.2	8.4
O=[N+]([O-])c1cccc(/C=N\N2CCN(Cc3ccccc3Cl)CC2)c1	-8.3	13.1	5.7	6.3	0.9	0.3	-9.1	-0.4	1.1
Cc1cc(C)cc(NC(=O)C2CCCN2/C=C/C(=O)C(F)(F)F)c1 (configuration not stated)	-21.7	3.9	0.2	-10.8	-1.8	0.5	-7.5	0.6	10.3
COc1cccc(NC(=S)NCc2ccncc2)c1	-11.7	29.9	-1.8	-9.7	0.2	0.9	0.3	1.7	24.1
COc1ccccc1C(=O)NCCCn1cc(Br)c(C)n1	-12.7	33.1	-0.4	4.8	0.0	0.4	-13.8	0.7	9.2
COc1ccc(NC(=O)CSCc2ccccc2C)cc1	-12.7	19.4	2.8	-7.5	3.6	0.0	-1.8	-0.8	12.0
CCOC(=O)C1=C(C)NC(SCC(N)=O)=C(C#N)C1c1cccs1 (configuration not stated)	-35.1	-2.7	-5.9	-6.9	-0.3	0.2	-3.8	-0.5	14.9
C=C(C(=O)O)C1CCC2(C)CCCC(C)(O)C2C1 (configuration not stated)	-22.1	-0.4	0.8	-18.3	-1.1	nt	-0.8	nt	1.3
CCn1c(SCC(=O)c2ccc3c(c2)Cc2ccccc2-3)nnc1-c1ccc(N)cc1	-7.1	84.7*	-7.1	-3.4	-1.9	0.4	3.7	3.0	17.0
CCOC(=O)Cc1csc(NC(=O)COc2ccc(N(C)S(=O)(=O)c3ccc(C)cc3)cc2)n1	-0.5	32.7	0.4	0.2	-0.5	5.3	-10.6	2.8	2.3
CC1CC(=O)c2cnc(NCc3ccco3)nc2C1 (configuration not stated)	-21.6	5.1	1.1	9.6	0.2	0.0	-4.5	0.4	22.6
O=C(O)C1CC(=O)N(c2ccc(Br)cc2)C1 (configuration not stated)	-7.9	15.0	-9.3	0.9	-1.8	0.9	3.1	0.8	20.7
CC1=C(C(=O)OCCNC(=O)c2cccnc2)C(c2cccc([N+](=O)[O-])c2)C(C(=O)OCCN(C)C)=C(C)N1 (configuration not stated)	-1.4	-26.0	1.6	-1.1	1.8	0.7	-7.6	-0.6	-9.8
Cc1ccc(S(=O)(=O)N2CCCC(C(=O)Nc3ccc(C(=O)O)cc3)C2)cc1Cl (configuration not stated)	-22.5	-1.4	-2.8	-7.1	0.3	0.3	-1.8	0.9	11.0
CCN1CCN(CCCN(Cc2ccco2)C(=S)Nc2cccc(Cl)c2C)CC1	-5.9	9.8	-0.1	1.0	2.8	0.7	-7.6	-0.9	17.8
COC(=O)C1=C(C)N(CCc2ccccc2)C(=O)/C1=C\c1ccco1	-7.6	-7.6	-10.9	-6.3	0.3	0.0	-21.5	-1.8	4.7
CC(=O)N(Cc1ccccc1)Cc1nc2sc(C)c(C)c2c(=O)[nH]1	-21.2	14.0	-3.6	0.6	0.6	1.4	-3.3	1.6	13.6
O=C(COc1ccc(S(=O)(=O)N2CCCCC2)cc1)N1CCCCCC1	-7.0	13.8	3.0	-6.0	1.4	0.9	-2.1	1.6	10.3
CCOC(=O)c1ccc(NC(=O)c2ccc(OC(C)C)c(OC)c2)cc1	-6.4	12.2	1.1	-16.8	-0.8	1.2	-7.0	6.2	38.6
C=CCC1(C#N)C(=S)NC(C)=C(C(=O)OCC)C1c1ccccc1 (configuration not stated)	0.9	9.0	0.3	9.2	-3.0	0.0	-0.9	-0.3	15.7
CCOC(=O)C1C(=O)Nc2nc3ccccc3n2C1C(C)C (configuration not stated)	0.9	-7.2	0.9	-13.4	0.2	0.9	-4.2	0.4	19.0
N#CCCn1cc(C=C(C#N)C#N)c(-c2ccc(Cl)cc2)n1	-9.0	-12.2	-1.1	nt	-1.2	-0.3	4.5	-1.8	17.3
Cc1ccc(C=Nc2ccccc2C(=O)Nc2ccccc2)cc1	-13.0	-22.9	7.3	1.3	-0.1	-0.1	-6.1	-1.4	37.1
Cc1ccc(C(=O)/C=C/c2ccco2)c(O)c1	-2.2	-28.5	1.3	0.7	0.5	0.1	-9.2	0.6	12.5

Rows were taken by chance; any-hit rate near 5.9%.
